Screening results deposited in PubChem BioAssay by The Scripps Research Institute Molecular Screening Center.
FBW7 act: FBW7 E3 ligase activators, primary screen, biochemical, AlphaScreen, human. actives 0.13% (n = 650,000). normalized activity (activation), % at 26.1 µM. AlphaScreen FBW7–phospho-cyclin E peptide binding, activator screen; in the data active means normalized activity above about 1.9%;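 further: purified mutant Fbw7 with reduced substrate affinity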
Target sequence (Q969H0 whole entry, looked up): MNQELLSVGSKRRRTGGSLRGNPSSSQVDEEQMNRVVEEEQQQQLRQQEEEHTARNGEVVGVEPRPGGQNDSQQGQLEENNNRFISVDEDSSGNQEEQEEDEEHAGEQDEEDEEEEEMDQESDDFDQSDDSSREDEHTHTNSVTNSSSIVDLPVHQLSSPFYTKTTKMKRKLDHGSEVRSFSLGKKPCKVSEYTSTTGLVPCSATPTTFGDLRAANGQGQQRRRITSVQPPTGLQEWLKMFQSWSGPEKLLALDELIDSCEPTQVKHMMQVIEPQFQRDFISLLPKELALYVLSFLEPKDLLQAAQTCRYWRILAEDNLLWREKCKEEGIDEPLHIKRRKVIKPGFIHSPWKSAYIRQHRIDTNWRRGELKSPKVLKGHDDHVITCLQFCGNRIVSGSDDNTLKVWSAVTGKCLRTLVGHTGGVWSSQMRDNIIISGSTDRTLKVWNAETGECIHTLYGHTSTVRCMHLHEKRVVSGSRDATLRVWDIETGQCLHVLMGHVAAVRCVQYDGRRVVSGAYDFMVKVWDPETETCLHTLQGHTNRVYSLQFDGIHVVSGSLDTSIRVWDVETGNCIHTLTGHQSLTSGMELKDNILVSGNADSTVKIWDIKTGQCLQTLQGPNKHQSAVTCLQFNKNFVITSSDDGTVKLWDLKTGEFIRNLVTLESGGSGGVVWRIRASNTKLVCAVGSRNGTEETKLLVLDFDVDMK
MITF primary: MITF inhibitors, primary screen, biochemical, AlphaScreen, human; actives 0.91% (n = 650,000); AID 1259374, 2018; Microphthalmia-associated transcription factor (Homo sapiens), O75030; inhibition, % at 2.6 µM; AlphaScreen MITF homodimerization, bead proximity signal; in the data active means inhibition above about 50%;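 further: 0% = vehicle wells with protein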
GPR151 ag: activators of human GPR151, primary screen, cell-based, PathHunter beta-arrestin, luminescence; G-protein coupled receptor 151 (Homo sapiens), Q8TDV0; activation, % at 11.2 µM; actives 1% (n = 650,000); PathHunter beta-arrestin GPR151 cells; in the data active means activation above about 4.9%;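 further: 0% = median of compound wells and 100% = cells with positive control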
TEAD-YAP block: TEAD-YAP interaction inhibition, primary screen, TEAD-YAP interaction inhibitor project, luminescence, HEK-TIYL cells | TEAD-Gal4/YAP UAS-luciferase luminescence | inhibition, % at 9.12 µM | actives 1.4% (n = 640,000); in the data active means inhibition above about 32%;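 further: 0% = median of test compound wells and 100% = reference inhibitor wells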
Starred values were filed as active, the others as inactive. Outcome played no part in choosing rows. About 3.4% of those tested had a hit in this group.

How did CSCCC1NC(=O)N(CC(=O)Nc2ccc(-c3ccccc3)cc2)C1=O (configuration not stated) do in these assays?
FBW7 act: 0.1; MITF primary: 1; GPR151 ag: 0.7; TEAD-YAP block: -16

What do the screens show for `Cc1ccc2c(c1)nnn2C1CCN(CC(=O)Nc2ccccc2N2CCOCC2)CC1`?
FBW7 act: 0.4; MITF primary: 8; GPR151 ag: 0.8; TEAD-YAP block: -16

How did COc1cc2nc(Cl)nc(Cl)c2cc1OC do in these assays?
FBW7 act: -0.1; MITF primary: 6; GPR151 ag: 0.0; TEAD-YAP block: 11

Results for COCCCNC(=O)C(=O)c1ccccc1NC(C)=O ?
FBW7 act: -0.1; MITF primary: -17; GPR151 ag: -0.8; TEAD-YAP block: -3

How did COCC(C)NC(=O)NC1CC(=O)N(c2ccc(C)c(C)c2)C1 (configuration not stated) do in these assays?
FBW7 act: 0.2; MITF primary: 2; GPR151 ag: -1.1; TEAD-YAP block: -5

Results for CN1CCN(CC(=O)NCCc2ccc(F)cc2)CC1 ?
FBW7 act: 0.0; MITF primary: -7; GPR151 ag: -0.2; TEAD-YAP block: -9

What do the screens show for `Cc1ccc(OC(=O)OC2CCC3(C)C(=CCC4C3CCC3(C)C(C(C)CCCC(C)C)CCC43)C2)cc1` (configuration not stated)?
FBW7 act: 0.0; MITF primary: 5; GPR151 ag: 0.8; TEAD-YAP block: 3

How did Cc1sc2ncn(Cc3cccc([N+](=O)[O-])c3)c(=O)c2c1C do in these assays?
FBW7 act: -0.2; MITF primary: 2; GPR151 ag: 0.3; TEAD-YAP block: 6

How did CC(=O)Nc1nnc(SCc2c(Cl)cccc2Cl)s1 do in these assays?
FBW7 act: -0.1; MITF primary: 1; GPR151 ag: -0.2; TEAD-YAP block: 10

How did Cc1cccc(Nc2ccc(NCCNC(=O)c3ccc(F)cc3)nn2)n1 do in these assays?
FBW7 act: 0.3; MITF primary: 8; GPR151 ag: 1.1; TEAD-YAP block: 15

How did COC(=O)N/N=C(\C)c1ccc2c(c1)OCCO2 do in these assays?
FBW7 act: -0.1; MITF primary: -3; GPR151 ag: 1.3; TEAD-YAP block: -6

What do the screens show for `Cc1ccc2nc(CSc3nnc4sc5ccccc5n34)cc(=O)n2c1`?
FBW7 act: 0.0; MITF primary: -6; GPR151 ag: 2.3; TEAD-YAP block: 1

The final 5 compounds of the section before are carried over, then new ones follow.
How did Cc1sc2ncn(Cc3cccc([N+](=O)[O-])c3)c(=O)c2c1C do in these assays?
FBW7 act: -0.2; MITF primary: 2; GPR151 ag: 0.3; TEAD-YAP block: 6

How did CC(=O)Nc1nnc(SCc2c(Cl)cccc2Cl)s1 do in these assays?
FBW7 act: -0.1; MITF primary: 1; GPR151 ag: -0.2; TEAD-YAP block: 10

How did Cc1cccc(Nc2ccc(NCCNC(=O)c3ccc(F)cc3)nn2)n1 do in these assays?
FBW7 act: 0.3; MITF primary: 8; GPR151 ag: 1.1; TEAD-YAP block: 15

How did COC(=O)N/N=C(\C)c1ccc2c(c1)OCCO2 do in these assays?
FBW7 act: -0.1; MITF primary: -3; GPR151 ag: 1.3; TEAD-YAP block: -6

What do the screens show for `Cc1ccc2nc(CSc3nnc4sc5ccccc5n34)cc(=O)n2c1`?
FBW7 act: 0.0; MITF primary: -6; GPR151 ag: 2.3; TEAD-YAP block: 1

How did CCCCCCNC(=O)C(=O)Nc1ccc(I)cc1C do in these assays?
FBW7 act: 0.6; MITF primary: 13; GPR151 ag: -1.2; TEAD-YAP block: 10

What do the screens show for `CCOC(=O)Cn1c(=O)n(Cc2ccc(C)cc2)c(=O)c2cccnc21`?
FBW7 act: 0.5; MITF primary: 17; GPR151 ag: 0.0; TEAD-YAP block: -9

Results for COc1ccc(-c2cnc(NCc3ccco3)nc2)cc1 ?
FBW7 act: -0.1; MITF primary: 29; GPR151 ag: 0.6; TEAD-YAP block: -56

How did Nc1ccc2c(c1)nc1n2CCCCC1 do in these assays?
FBW7 act: 0.1; MITF primary: 0; GPR151 ag: 0.4; TEAD-YAP block: 27

What do the screens show for `COCCNC(=O)c1cnn2c(C)c(Cc3ccccc3)c(C)nc12`?
FBW7 act: -0.1; MITF primary: 0; GPR151 ag: 1.4; TEAD-YAP block: 3

Results for CC(C)CNC(=O)CSc1ccc(Cl)cc1 ?
FBW7 act: -0.2; MITF primary: -17; GPR151 ag: 0.2; TEAD-YAP block: 0

Results for Cc1ccccc1OCCOCCOc1cccc2cccnc12 ?
FBW7 act: 0.9; MITF primary: 2; GPR151 ag: -0.6; TEAD-YAP block: 1

Results for COc1cc(/C=N/O)ccc1Oc1ccc([N+](=O)[O-])cc1 ?
FBW7 act: -0.1; MITF primary: 8; GPR151 ag: 1.8; TEAD-YAP block: 4

What do the screens show for `CCN(CC)CCC(=O)NC(C)(C)CS(=O)(=O)O`?
FBW7 act: -2.0; MITF primary: -47; GPR151 ag: -0.6; TEAD-YAP block: 6

Results for COc1ccc(CNc2nncc(-c3ccccc3C)n2)cc1 ?
FBW7 act: -0.1; MITF primary: -4; GPR151 ag: 0.5; TEAD-YAP block: -29

How did CN(C)C(=O)c1cc(-c2ccccc2)nc2ccccc12 do in these assays?
FBW7 act: 0.8; MITF primary: 10; GPR151 ag: 0.9; TEAD-YAP block: -6

Results for COCCCNC(=O)CN(c1cccc(C)c1C)S(=O)(=O)c1ccccc1 ?
FBW7 act: -0.2; MITF primary: -3; GPR151 ag: -1.0; TEAD-YAP block: 3

Next part; the last 2 above are carried over.
How did CN(C)C(=O)c1cc(-c2ccccc2)nc2ccccc12 do in these assays?
FBW7 act: 0.8; MITF primary: 10; GPR151 ag: 0.9; TEAD-YAP block: -6

Results for COCCCNC(=O)CN(c1cccc(C)c1C)S(=O)(=O)c1ccccc1 ?
FBW7 act: -0.2; MITF primary: -3; GPR151 ag: -1.0; TEAD-YAP block: 3

Results for Cc1ccc2c(c1)C(O)(CC(=O)c1ccc(Cl)s1)C(=O)N2 (configuration not stated) ?
FBW7 act: 0.7; MITF primary: 8; GPR151 ag: -0.9; TEAD-YAP block: -7

What do the screens show for `Cc1cc(NC(=O)c2ccccc2)ccc1NC(=O)c1ccccc1`?
FBW7 act: -0.1; MITF primary: -2; GPR151 ag: -3.2; TEAD-YAP block: 3

Results for Cc1nc2c(C(=O)NCCC(C)C)cnn2c(C)c1Cc1ccc(F)cc1 ?
FBW7 act: 0.5; MITF primary: 14; GPR151 ag: -0.1; TEAD-YAP block: 9

What do the screens show for `Cc1ccc(NC2=NCC(=O)N2Cc2cccs2)c(C)c1`?
FBW7 act: 0.0; MITF primary: 9; GPR151 ag: 0.2; TEAD-YAP block: 13

How did COC(=O)c1c(NC(=O)C2COc3ccccc3O2)sc2c1C(C(=O)OC)CC2 (configuration not stated) do in these assays?
FBW7 act: 0.2; MITF primary: 14; GPR151 ag: 0.0; TEAD-YAP block: -12

What do the screens show for `Cc1ccc(C(=O)COC(=O)c2ccc(NC(=O)c3ccc(Br)cc3)cc2)cc1[N+](=O)[O-]`?
FBW7 act: 0.3; MITF primary: 2; GPR151 ag: -0.3; TEAD-YAP block: -13

Results for O=C(NCCc1ccccc1)N1CCN(Cc2nc(-c3cccs3)cs2)CC1 ?
FBW7 act: 0.1; MITF primary: 6; GPR151 ag: 1.9; TEAD-YAP block: 10

How did Cc1cc(C)cc(NC(=O)c2cccc(NC(=O)c3ccccc3C(=O)O)c2)c1 do in these assays?
FBW7 act: -0.2; MITF primary: 7; GPR151 ag: 1.5; TEAD-YAP block: -5

What do the screens show for `CC(C)N1CCc2c(sc(NC(=O)c3cccc(Oc4ccccc4)c3)c2C(N)=O)C1`?
FBW7 act: 0.2; MITF primary: 10; GPR151 ag: -0.8; TEAD-YAP block: 0

How did CCOc1cc(Br)c(C(=O)O)cc1OC do in these assays?
FBW7 act: 0.1; MITF primary: 10; GPR151 ag: -0.5; TEAD-YAP block: 6

How did CCN(CC)C(=O)CN(c1ccc(OC)cc1)S(C)(=O)=O do in these assays?
FBW7 act: -0.1; MITF primary: 0; GPR151 ag: -1.9; TEAD-YAP block: -2

How did COCC(=O)N(Cc1ccc(F)cc1)Cc1cc2ccc(C)c(C)c2n2nnnc12 do in these assays?
FBW7 act: 0.6; MITF primary: 21; GPR151 ag: 0.2; TEAD-YAP block: 2

How did Cc1cc(C)nc(SCC(=O)NC2CCCC2)n1 do in these assays?
FBW7 act: -0.1; MITF primary: 3; GPR151 ag: -0.7; TEAD-YAP block: -5

How did COc1cc(C)ccc1OCC(=O)NC(C)(C)C do in these assays?
FBW7 act: 0.0; MITF primary: 11; GPR151 ag: 1.0; TEAD-YAP block: -7

What do the screens show for `Cc1c(C(=O)N2CCCCCC2)sc2ncn(CC(=O)N3CCC(C)CC3)c(=O)c12`?
FBW7 act: 0.0; MITF primary: 4; GPR151 ag: 0.4; TEAD-YAP block: 2

What do the screens show for `CC1(C(=O)N2CCCC(C(=O)Nc3cccc(-c4ccc(F)cc4)c3)C2)CC1` (configuration not stated)?
FBW7 act: 0.1; MITF primary: -9; GPR151 ag: 0.3; TEAD-YAP block: 4

How did COC(=O)c1sccc1NC(=S)N1C(C)CCCC1C (configuration not stated) do in these assays?
FBW7 act: -0.2; MITF primary: 1; GPR151 ag: 0.0; TEAD-YAP block: 10

How did CSc1ccc(CN2CCC3(CC2)CC3C(=O)NCc2cccnc2)cc1 (configuration not stated) do in these assays?
FBW7 act: -0.1; MITF primary: 2; GPR151 ag: 1.8; TEAD-YAP block: 7

Results for CC(C)Sc1nnc(NC(=O)C(C)(C)C)s1 ?
FBW7 act: 0.0; MITF primary: -1; GPR151 ag: 1.3; TEAD-YAP block: -63

How did COc1cc2[nH]c(=S)n(CCc3ccc(S(N)(=O)=O)cc3)c(=O)c2cc1OC do in these assays?
FBW7 act: -0.1; MITF primary: -1; GPR151 ag: -1.0; TEAD-YAP block: -16

Results for CCCOC(=O)c1ccc(NC(=O)c2c(O)c3cccc4c3n(c2=O)CC4)cc1 ?
FBW7 act: 0.1; MITF primary: 5; GPR151 ag: -0.1; TEAD-YAP block: 5

Results for CC1CN(c2nc3ccccn3c(=O)c2/C=N/Nc2ccccc2)CC(C)O1 (configuration not stated) ?
FBW7 act: 0.1; MITF primary: -1; GPR151 ag: -0.6; TEAD-YAP block: -8

How did CCOCCOC(=O)COc1ccc(-c2ccc(C)cc2)cc1 do in these assays?
FBW7 act: 0.0; MITF primary: 0; GPR151 ag: -0.1; TEAD-YAP block: 3

Results for COc1ccc(C2=N/C(=C\c3ccc(OC)c(OC)c3)C(=O)O2)c(Cl)c1 ?
FBW7 act: 0.2; MITF primary: 2; GPR151 ag: 2.1; TEAD-YAP block: -2

How did COc1ccc(/C=C2\NC(=S)NC2=O)c(OC)c1 do in these assays?
FBW7 act: -0.1; MITF primary: 2; GPR151 ag: 0.2; TEAD-YAP block: -40

Results for COc1ccc(NC(=O)CN2N=NC3C(=O)N(c4ccc(C)cc4)C(=O)C32)cc1Cl (configuration not stated) ?
FBW7 act: 0.8; MITF primary: 5; GPR151 ag: -1.0; TEAD-YAP block: 13

How did C/C(=N/NC(=O)Cc1cccs1)c1ccc(Br)cc1 do in these assays?
FBW7 act: 0.1; MITF primary: 7; GPR151 ag: -1.2; TEAD-YAP block: -4

How did Cc1ccc(Cl)cc1-n1c(N)c2c(C)n[nH]c2nc1=S do in these assays?
FBW7 act: -0.4; MITF primary: -4; GPR151 ag: 0.1; TEAD-YAP block: -50

Results for CCOC(=O)N1CCc2c(sc(N)c2C(=O)Nc2ccccc2OCC)C1 ?
FBW7 act: 0.0; MITF primary: -7; GPR151 ag: -1.7; TEAD-YAP block: 32*

Results for Cc1nn(-c2ccccc2)c2sc(C(=O)NCCc3ccc(S(N)(=O)=O)cc3)cc12 ?
FBW7 act: 0.0; MITF primary: 11; GPR151 ag: 2.9; TEAD-YAP block: 3

What do the screens show for `O=C1CCCC2=C1C(c1ccc(OCc3ccccc3Cl)cc1)C1=C(CCCC1=O)N2`?
FBW7 act: 0.1; MITF primary: -9; GPR151 ag: -0.3; TEAD-YAP block: 10

What do the screens show for `Cc1ccc(N2NC(C)(c3cccs3)NC2=S)cc1` (configuration not stated)?
FBW7 act: 0.1; MITF primary: 10; GPR151 ag: -0.9; TEAD-YAP block: -11

What do the screens show for `CC(C)OC(=O)c1ccc(NC(=O)CCCCCN2C(=O)c3ccccc3C2=O)cc1`?
FBW7 act: -0.1; MITF primary: 5; GPR151 ag: -0.3; TEAD-YAP block: 14

What do the screens show for `COc1ccc(C2=NN3C(C(=O)c4ccc(Br)cc4)Oc4ccccc4C3C2)cc1` (configuration not stated)?
FBW7 act: -0.3; MITF primary: 2; GPR151 ag: 1.3; TEAD-YAP block: -21

What do the screens show for `Cc1ccc(O)c(C(=O)/C=C/c2ccc3c(c2)OCCCO3)c1`?
FBW7 act: -0.1; MITF primary: 16; GPR151 ag: -0.1; TEAD-YAP block: -23

Results for N#CC1=C(N)Oc2n[nH]c(-c3ccccc3)c2C12C(=O)Nc1ccc(Br)cc12 (configuration not stated) ?
FBW7 act: 0.2; MITF primary: 9; GPR151 ag: 0.2; TEAD-YAP block: 5

Results for COc1ccc(CCN2CC34C=CC(O3)C(C(=O)NCc3ccccc3)C4C2=O)cc1OC (configuration not stated) ?
FBW7 act: 0.8; MITF primary: 0; GPR151 ag: -0.5; TEAD-YAP block: 1
